# Source: PubChem BioAssay (National Center for Advancing Translational Sciences (NCATS))
# PGK inhibitor: qHTS Assay to Find Inhibitors of Phosphoglycerate Kinase. PGK/GAPDH coupled, Kinase-Glo luminescence, 60 min. Potency, µM (highest dose often 57.5 µM), inactives show top-dose activity change, negative = inhibition, usual class: inhibitors. hit rate 0.043% among 380,000; note: potency is the fitted concentration of half-maximal effect; % is set by controls: 0 for no effect and ±100 for the full control effect; nearly all actives have a fitted effect of over 60% in size
#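 Luminescent ATP detection (Kinase-Glo Plus) follows a 60-minute room-temperature incubation, with wells lacking PGK as controls. Buffer: 100 mM TEA (pH 7.6), 5 mM MgCl2, 0.01% Tween-20. Coupling enzyme GAPDH (100 nM final) supplies unstable 1,3-BPG in-well.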
# Pin1 inhibitor: qHTS Assay to Find Inhibitors of Pin1. Potency, µM (titrated, usually from 115 µM), without a hit: at the top dose activity, negative = inhibition, hits mostly inhibitors. Pin1 FP peptide displacement, HiFluor488, 10 min. hit rate 0.009% among 390,000. AID 504891, 2011; active = well fitted inhibition curve with a large enough effect in the polarisation, with a control signal flat, not every such curve was filed as active; inconclusive = small, poorly fitted or top-dose-only effect, or effect the other way, or a change in a side signal; inactive = no such curve, though single readings can be large or run the other way; the % refers to the polarisation; note: potency is the fitted concentration of half-maximal effect; % is set by controls: 0 for no effect and ±100 for the full control effect
# Target sequence (Q13526 whole entry, looked up): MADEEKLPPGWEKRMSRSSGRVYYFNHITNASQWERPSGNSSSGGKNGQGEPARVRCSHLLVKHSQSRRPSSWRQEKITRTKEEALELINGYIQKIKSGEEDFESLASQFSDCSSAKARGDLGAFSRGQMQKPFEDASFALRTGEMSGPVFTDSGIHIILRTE
# PI4K2A inh: qHTS for small molecular inhibitors of PI4K2A; Phosphatidylinositol 4-kinase type 2-alpha (Homo sapiens), Q9BTU6; purified PI4K2A, ADP-Glo luminescence, 1 h; active compounds read low; activity change, negative = inhibition, % at 76.9 µM; hit rate 0.13% among 420,000; in the data active = activity change below about -50%; inconclusive = mostly about -30% to -49%;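 note: -100% = wells without enzyme as full effect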
#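 Compounds are screened against recombinant PI4K2A using PI as substrate and ATP, the latter dispensed at 300 microM. Reactions run one hour at ambient temperature before ADP-Glo detection; full inhibition defined by wells lacking enzyme.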
# G9a block: qHTS Assay for Inhibitors of Histone Lysine Methyltransferase G9a; G9a H3K9 monomethylation, AlphaScreen, 2 h; Potency, µM (doses to about 102 µM), for inactives: top-dose activity, negative = inhibition, most hits filed as inhibitors; AID 504332, 2011; hit rate 8.8% among 350,000; note: potency is the fitted concentration of half-maximal effect; % is set by controls: 0 for no effect and ±100 for the full control effect; nearly all actives have a fitted effect of over 75% in size
# Target sequence (Q96KQ7 913-1193 limits assumed): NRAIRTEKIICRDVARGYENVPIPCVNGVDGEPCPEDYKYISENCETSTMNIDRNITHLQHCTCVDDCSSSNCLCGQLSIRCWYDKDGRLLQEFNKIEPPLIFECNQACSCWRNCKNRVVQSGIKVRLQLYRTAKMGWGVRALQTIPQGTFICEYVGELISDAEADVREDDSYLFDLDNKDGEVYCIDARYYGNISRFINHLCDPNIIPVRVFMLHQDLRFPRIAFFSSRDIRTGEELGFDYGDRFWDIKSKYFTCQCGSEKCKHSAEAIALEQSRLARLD
#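 Compounds were preincubated with 20 nM G9a for 15 min, after which biotinylated H3K9 peptide (500 nM) and SAM (20 uM) started a 2 h room-temperature reaction. Monomethylated product was quantified by antibody-based AlphaScreen chemiluminescence.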
# BAZ2B inh: qHTS Assay for Inhibitors of BAZ2B; AlphaScreen BAZ2B-H3K14Ac peptide displacement; Potency, µM (highest dose often 114 µM), inactives show top-dose activity change, negative = inhibition, most hits filed as inhibitors; hit rate 4.4% among 360,000; note: potency is the fitted concentration of half-maximal effect; % is set by controls: 0 for no effect and ±100 for the full control effect; nearly all actives have a fitted effect of over 60% in size
#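 In this displacement format the biotinylated H3(5-23) peptide acetylated at Lys14 serves as ligand at 50 nM, with BAZ2B at 50 nM in PBS pH 7.4 containing 0.01% Tween-20. Donor and acceptor beads are 10 ug/mL final.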
# POLH inh: qHTS for Inhibitors of Polymerase Eta. hit rate 1.2% among 390,000. DNA polymerase eta (Homo sapiens), Q9Y253. recombinant Pol eta, fluorescent DNA replication assay. Potency, µM (top dose mostly 114 µM), without a hit: top-dose activity change, negative = inhibition, hits mostly inhibitors; note: potency is the fitted concentration of half-maximal effect; % is set by controls: 0 for no effect and ±100 for the full control effect
#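 Pol eta at 10 nM preincubated with compounds 15 min at room temperature; reaction started with fluorescent substrate (50 nM final) and read kinetically at 0 and 10 min.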
# JMJD2A Tudor: qHTS Assay for Inhibitors of JMJD2A-Tudor Domain; Potency, µM (highest dose often 114 µM), for inactives: at the top dose activity change, negative = inhibition, actives largely listed as inhibitors; hit rate 4.4% among 390,000; AlphaScreen JMJD2A-Tudor / H3K4me3 peptide binding; AID 504339, 2011; note: potency is the fitted concentration of half-maximal effect; % is set by controls: 0 for no effect and ±100 for the full control effect; nearly all actives have a fitted effect of over 50% in size
# HP1b chromo inh: HTS for Inhibitors of HP1-beta Chromodomain Interactions with Methylated Histone Tails; Chromobox protein homolog 1 (Homo sapiens), P83916; AlphaScreen HP1-beta / biotin-H3K9me3 peptide binding; Potency, µM (doses to about 114 µM), for inactives: at the highest dose activity change, negative = inhibition, usual class: inhibitors; hit rate 0.56% among 390,000; AID 540317, 2011; note: potency is the fitted concentration of half-maximal effect; nearly all actives have a fitted effect of over 70% in size; inactives centre near 23
#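 Compound inhibition of the preformed complex between 50 nM HP1-beta and 50 nM biotinylated H3K9me3 peptide was read by AlphaScreen. Buffer was PBS pH 7.4 with 0.01% Tween-20. Incubations ran 30 min at room temperature, with 10 ug/mL donor/acceptor beads.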
# GLS inh: qHTS for Inhibitors of Glutaminase (GLS); AID 624170, 2012; Potency, µM (highest dose often 45.5 µM), inactives show top-dose activity change, negative = inhibition, usual class: inhibitors; hit rate 0.21% among 410,000; GLS enzymatic activity, qHTS titration; note: potency is the fitted concentration of half-maximal effect; % is set by controls: 0 for no effect and ±100 for the full control effect
# Target sequence (O94925 whole entry, looked up): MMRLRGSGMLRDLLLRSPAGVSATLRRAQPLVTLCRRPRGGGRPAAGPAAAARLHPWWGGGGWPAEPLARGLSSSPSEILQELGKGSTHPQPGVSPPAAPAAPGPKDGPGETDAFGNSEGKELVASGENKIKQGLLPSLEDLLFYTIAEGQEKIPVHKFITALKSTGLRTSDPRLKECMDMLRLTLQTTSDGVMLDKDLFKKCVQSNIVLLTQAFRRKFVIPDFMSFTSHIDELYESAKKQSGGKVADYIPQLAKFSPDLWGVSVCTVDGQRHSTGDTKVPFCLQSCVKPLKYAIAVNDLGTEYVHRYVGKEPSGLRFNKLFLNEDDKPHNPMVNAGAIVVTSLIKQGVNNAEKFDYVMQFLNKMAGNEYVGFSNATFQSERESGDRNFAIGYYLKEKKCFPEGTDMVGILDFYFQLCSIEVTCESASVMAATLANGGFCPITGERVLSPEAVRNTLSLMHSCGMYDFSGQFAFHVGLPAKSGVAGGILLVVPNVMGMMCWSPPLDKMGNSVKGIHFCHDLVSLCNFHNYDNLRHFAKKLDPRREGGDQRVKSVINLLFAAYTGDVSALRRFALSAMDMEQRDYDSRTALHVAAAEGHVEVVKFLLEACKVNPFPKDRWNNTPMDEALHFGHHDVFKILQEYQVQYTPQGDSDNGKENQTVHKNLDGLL
#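 Enzyme dispensed in phosphate buffer (45 mM, pH 8.2, 0.02% Tween-20), compounds pinned in, then 1 mM L-glutamine solution and the glutamate oxidase–HRP–Amplex Red mix added; fluorescence read immediately and again after 30 min at room temperature.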
# * hit, by the source's call; i = inactive; ? = inconclusive; . = no result given; & = joins results of further samples; [ ] = dose if it differs, or a comment. Unless noted, calls come from the whole dose curve; as a rule, active = well fitted curve in the direction sought with a large enough effect; inconclusive = small, poorly fitted or top-dose-only effect, or another doubt; inactive = no such curve, though single readings can be large; an effect the other way counts as inactive or inconclusive.
SMILES,PGK inhibitor,Pin1 inhibitor,PI4K2A inh,G9a block,BAZ2B inh,POLH inh,JMJD2A Tudor,HP1b chromo inh,GLS inh
CC(=O)N/C(=C\c1cccc([N+](=O)[O-])c1)C(=O)NC1CCCCC1,-5%,-5%,6,8%[59 µM],-3%,-15%,-19%,14%,9%
COCc1[nH]nc2c1C(c1sccc1C)C(C#N)=C(N)O2 (stereo not drawn),i,-5%,6,-38%[0.0925 µM],-9%,3%,-21%,28%,16%
Cc1cnc(NC(=O)c2cncc(Br)c2)s1,-3%,-7%,0,0%,-11%,-10%,-2%,47%[activator],-1%
CCOc1ccc(N2C(=O)CC(N(Cc3ccco3)C(=O)CCC(=O)O)C2=O)cc1 (stereo not drawn),-1%,1%,-5,1%,-11%,-16%,-9%,34%,5%
CC(C(=O)Nc1ccccc1)c1ccc(-c2ccccc2)c(F)c1 (stereo not drawn),-8%,8%,9,16%,?,-8%,8%,19%,-1%
CC(C)(C)n1ncc2c(=O)n(CC(=O)N3CCc4ccccc43)cnc21,1%,-1%,-9,5%[59 µM],-6%,-14%,-10%,25%,-3%
CCOC(=O)COc1cccc2c(=O)n(CC(=O)NCc3ccccc3)ccc12,-8%,-1%,-2,27%,2%,-18%,-9%,19%,-5%
COc1ccc(/C=N/NC(=O)c2ccc(F)cc2)cc1CN1CCc2cc(OC)c(OC)cc2C1C (stereo not drawn),1%,2%,-3,-2%,?,-14%,-20%,15%,16%
COc1ccccc1N1CCN(C(=O)C2CCN(S(=O)(=O)c3ccccc3F)CC2)CC1,-5%,-5%,3,10%[59 µM],8%,2%,-12%,23%,15%
CCC(=O)c1ccc(O)cc1,6%,7%,-1&-2,-2%[59 µM],-21%,-15%,-9%,47%[activator],-5%&-1%
CN(Cc1cnc2nc(N)nc(N)c2n1)c1ccc(C(=O)NC(CCC(=O)O)C(=O)O)cc1 (stereo not drawn),-3%,?,0,.,.,?,?,9%,8%
Cc1ccccc1N1CC(C(=O)Nc2ccc(Br)cc2)CC1=O (stereo not drawn),i,0%,-3,22%[59 µM],-10%,-15%,-7%,38%,-7%
O=C(COC(=O)CNS(=O)(=O)c1ccc(Br)cc1Cl)Nc1ccc(N2CCOCC2)cc1,1%,-5%,9,?,-34%,-10%,-30%,-7%,24%
COc1ccc(/C=C(\C#N)C(=O)Nc2cc(C)c(Cl)cc2OC)cc1O,-3%,23%,2,38%[12.7 µM],-16%,-22%,7%,27%,0%
O=C(CCNS(=O)(=O)c1cccc2nonc12)NCCc1ccc(Cl)cc1,-2%,-2%,1,-16%[12.7 µM],1%,-11%,-8%[57.1 µM],40%[activator],7%
NNC(=O)C1COc2cc3ccccc3cc2O1 (stereo not drawn),0%,1%,-4,.,-8%,-20%,-16%,34%[activator],18%
CCOc1ccc(NS(=O)(=O)c2cc(C)c(C)cc2C)cc1,-3%,2%,2,10%,-7%,?,-35%,-8%,-6%
CCCCn1ccnc1C,-4%,-4%,3,4%,-11%,-19%,-4%,22%[57 µM],0%
COc1ccc(OC)c(-n2cnc3cc(C(=O)NC4CCCCCC4)ccc32)c1,-8%,-1%,3,?,-30%,-2%,?,?,4%
Cc1ccc(N2CCC3CC2c2cc(-c4ccc(C(F)(F)F)cc4)ccc23)cc1 (stereo not drawn),-9%,.,2,.,.,-29%,.,.,1%
COc1ccc(S(=O)(=O)N2Cc3ccccc3CC2C(=O)N2CCOCC2)cc1OC (stereo not drawn),6%,-6%,2,-41%[59 µM],4%,-14%,-9%,38%,0%
CCOc1ccc2cc(S(=O)(=O)N3CCOCC3)ccc2c1,1%,4%,-5,4.5µM*,8%,-2%,-2%,9%,-8%
COc1ccc(NC(=O)C2CC(=O)N(C(C)C)C2)cc1 (stereo not drawn),-13%,0%,6,-7%[12.7 µM],2%,-14%,12%,28%,8%
CCn1c(CNC(=O)c2ccc(OC)c(OC)c2)nnc1SCC(=O)Nc1ccc(OC)cc1,-6%,8%,0,14%,-13%,-2%,-7%,40%[activator],-2%
Cc1ccc(-c2csc(-c3cc(C)on3)n2)cc1,4%,?,-6,37%,3%,-10%,-7%,49%[activator],2%

# Arranged by value in PI4K2A inh (falling): four from the list above
SMILES,PGK inhibitor,Pin1 inhibitor,PI4K2A inh,G9a block,BAZ2B inh,POLH inh,JMJD2A Tudor,HP1b chromo inh,GLS inh
COc1ccc(NC(=O)C2CC(=O)N(C(C)C)C2)cc1 (stereo not drawn),-13%,0%,6,-7%[12.7 µM],2%,-14%,12%,28%,8%
COc1ccc(OC)c(-n2cnc3cc(C(=O)NC4CCCCCC4)ccc32)c1,-8%,-1%,3,?,-30%,-2%,?,?,4%
CN(Cc1cnc2nc(N)nc(N)c2n1)c1ccc(C(=O)NC(CCC(=O)O)C(=O)O)cc1 (stereo not drawn),-3%,?,0,.,.,?,?,9%,8%
CC(C)(C)n1ncc2c(=O)n(CC(=O)N3CCc4ccccc43)cnc21,1%,-1%,-9,5%[59 µM],-6%,-14%,-10%,25%,-3%

# Next section
SMILES,PGK inhibitor,Pin1 inhibitor,PI4K2A inh,G9a block,BAZ2B inh,POLH inh,JMJD2A Tudor,HP1b chromo inh,GLS inh
CCc1cccc(C)c1NC(=O)CSc1nnc(-c2ccco2)n1N,-7%,0%,1,12%[0.501 µM],-6%,-4%,-13%,64%,0%
Cc1cc(NC(=O)/C=C/c2ccco2)ccc1NC(=O)c1ccccc1,i,-1%,0,?,-28%,-11%,-10%,28%,-2%
CC1CCN(c2ccc(C(=O)Nc3nnc(C4CC4)s3)cc2[N+](=O)[O-])CC1,2%,-3%,-1,-23%[59 µM],-10%,-3%,-29%,28%,6%
Cc1cc2oc(=O)cc(CN3CCN(S(=O)(=O)/C=C/c4ccccc4)CC3)c2cc1C,i,33%[activator],1,-12%[59 µM],7%,-3%,-17%,-4%,6%
COc1ccc(S(=O)(=O)Nc2cccnc2)c(C)c1C,-10%,1%,-2,15%[59 µM],-2%,-16%,-14%,21%,0%
COc1ccc2nc(-c3ccccc3)cc(C(=O)OCC(=O)N3CC(C)OC(C)C3)c2c1 (stereo not drawn),-4%,?,-5,21%[12.7 µM],14%,79µM*,-17%,73%[activator],-3%
C/C=C\C(=O)Nc1cccc(C2=NOC3(C2)C[C@H](C(N)=O)N(C(=O)Cc2ccc([N+](=O)[O-])cc2)C3)c1 (stereo partly drawn),-6%,7%,-1,-3%[12.7 µM],-6%,-2%,-3%,52%[activator],1%
Cc1ccc(OCC(=O)Nc2ccc3oc(=O)ccc3c2)cc1C,0%,-1%,-6,18%,-1%,2%,-9%,-1%,0%
COc1ccc(N2CCN(C(=O)c3ccc(SC)cc3OC)CC2)cc1,i,2%,-15,28µM*,-37%,-15%,-34%,-10%,1%
CCOc1cc(C#N)c(-n2nnc3c(sc4nc(C)cc(C)c43)c2=O)cc1OCC,i,-7%,2,16µM*,-16%,3%,-14%,7%,-12%
O=S(=O)(c1ccc(-c2csc(=Nc3ccc(F)cc3)n2CCCCCCO)cc1)N1CCCC1,-4%,0%,-4,13µM*,?,-8%,40µM*,?,-5%
O=C(CSc1ncccc1C(=O)O)NC12CC3CC(CC(C3)C1)C2,-5%,-9%,2,32µM*,?,-19%,2%,27%,-1%
CCOc1cc2[nH]c(=O)n(CC3CCC(C(=O)NCCC(C)C)CC3)c(=O)c2cc1OCC (stereo not drawn),i,0%,-8,.,.,-18%,-13%,22%,7%
OCCN1CCN(CC/C=C2/c3ccccc3CSc3ccccc32)CC1,-1%,-8%,3,.,.,-10%,-30%,13%,3%
NC(=O)c1cc(S(=O)(=O)Nc2ccccc2)cs1,-5%,-5%,-4,-3%,-4%,4%,-6%,8%,-4%
O=C(O[C@H]1[C@H](Cc2ccccc2)NS(=O)(=O)[C@H]2C[C@@H]3C=C[C@]12O3)c1ccc([N+](=O)[O-])cc1,-8%,3%,-4,-7%[2.33 µM],-24%,-8%,-26%,44%[activator],-2%

# Pulled by structure from the list above (2):
SMILES,PGK inhibitor,Pin1 inhibitor,PI4K2A inh,G9a block,BAZ2B inh,POLH inh,JMJD2A Tudor,HP1b chromo inh,GLS inh
CCOc1cc(C#N)c(-n2nnc3c(sc4nc(C)cc(C)c43)c2=O)cc1OCC,i,-7%,2,16µM*,-16%,3%,-14%,7%,-12%
CCOc1cc2[nH]c(=O)n(CC3CCC(C(=O)NCCC(C)C)CC3)c(=O)c2cc1OCC (stereo not drawn),i,0%,-8,.,.,-18%,-13%,22%,7%

# G9a block: entries above that show a hit
SMILES,PGK inhibitor,Pin1 inhibitor,PI4K2A inh,G9a block,BAZ2B inh,POLH inh,JMJD2A Tudor,HP1b chromo inh,GLS inh
CCOc1ccc2cc(S(=O)(=O)N3CCOCC3)ccc2c1,1%,4%,-5,4.5µM*,8%,-2%,-2%,9%,-8%
COc1ccc(N2CCN(C(=O)c3ccc(SC)cc3OC)CC2)cc1,i,2%,-15,28µM*,-37%,-15%,-34%,-10%,1%
CCOc1cc(C#N)c(-n2nnc3c(sc4nc(C)cc(C)c43)c2=O)cc1OCC,i,-7%,2,16µM*,-16%,3%,-14%,7%,-12%
O=S(=O)(c1ccc(-c2csc(=Nc3ccc(F)cc3)n2CCCCCCO)cc1)N1CCCC1,-4%,0%,-4,13µM*,?,-8%,40µM*,?,-5%
O=C(CSc1ncccc1C(=O)O)NC12CC3CC(CC(C3)C1)C2,-5%,-9%,2,32µM*,?,-19%,2%,27%,-1%

# Some of the compounds tested; rates above refer to the full screens.
